Assay outcomes (PubChem BioAssay)
M1 ag = human M1 muscarinic receptor agonism. CHO-K1 hM1, Fluo-8 calcium fluorescence, agonist mode; 0% DMSO, 100% acetylcholine EC100. hit rate 0.33% among 360,000. activation, % at 3 µM. AID 588814. P11229;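 active means activation above the run's mean compound activation plus 3 SD, cut at about 16% in these data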;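 further: peak over basal fluorescence ratio within a 140 s kinetic read after compound addition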
V1R ag counter = activates human V1a receptor in oxytocin agonist counter-screen; P37288; CHO-V1R cells, Fluo-8 calcium fluorescence, agonist mode; 0% DMSO, 100% 3 nM vasopressin; activation, % at 3 µM; hit rate 0.25% among 320,000;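 active means activation above the mean activation of all tested compounds plus 3 SD, per screening run, cut at about 20% in these data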;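 further: signal is peak over basal fluorescence ratio across a 100 second FLIPR read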
Target sequence (P37288 whole entry, looked up): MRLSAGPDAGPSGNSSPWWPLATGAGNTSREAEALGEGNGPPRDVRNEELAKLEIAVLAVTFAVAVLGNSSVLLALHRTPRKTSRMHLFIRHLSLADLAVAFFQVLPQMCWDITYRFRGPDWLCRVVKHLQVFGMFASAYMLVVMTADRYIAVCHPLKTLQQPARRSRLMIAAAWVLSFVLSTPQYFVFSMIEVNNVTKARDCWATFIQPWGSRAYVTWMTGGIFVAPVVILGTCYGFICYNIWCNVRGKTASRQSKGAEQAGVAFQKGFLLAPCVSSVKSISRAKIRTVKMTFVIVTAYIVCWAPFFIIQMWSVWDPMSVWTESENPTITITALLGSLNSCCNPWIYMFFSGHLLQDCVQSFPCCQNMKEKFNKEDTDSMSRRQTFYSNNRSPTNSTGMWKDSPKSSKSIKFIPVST
OXTR potentiator = potentiators of human oxytocin receptor; P30559; CHO-OTR cells, Fluo-8 calcium fluorescence, potentiator mode; 0% = oxytocin EC15, 100% = EC100; activation, % at 3 µM; hit rate 0.061% among 320,000;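 active means activation above that plate's cutoff, the mean activation of tested compounds plus 3 SD, cut at about 6.6% in these data, passing the limit was not always enough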;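 further: 100% uses oxytocin at 75 nM as the full agonist control; some results filed as inactive read as strong as hits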
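System: human OTR in CHO cells; Also added: sub-maximal oxytocin, roughly EC15; Timing: compound 6 min at room temperature before oxytocin, 100 s read; Technique: Fluo-8 intracellular calcium fluorescence, ex 470-495, em 515-575 nm; Controls: oxytocin EC15 low and EC100 high; Replication: singlicate.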
CHO-K1 Ca antag = nonselective inhibitor or artifact in parental CHO-K1 cells; AID 602250; hit rate 0.6% among 360,000; ATP-induced calcium, Fluo-8 fluorescence; inhibition, % at 3 µM;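 active means inhibition above a per-plate cutoff, the plate's mean sample inhibition plus 3 SD, cut at about 24% in these data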;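 further: 0% = DMSO plus EC80 ATP and 100% = DMSO alone without ATP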
CHO-K1 Ca ag = nonselective activator or artifact in parental CHO-K1 cells | activation, % at 3 µM | AID 602248 | Fluo-8 calcium fluorescence; scaled to maximal ATP response, vehicle zero | hit rate 0.48% among 360,000; in the data active means activation above about 15%;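 further: untransfected CHO-K1 host cells lacking M1 receptor as counterscreen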
CHO parental Ca = counter-screen for OX1R antagonists: effect in parental CHO cells; parental CHO-K1, ATP-induced calcium, Fluo-8 fluorescence; inhibition, % at 5.6 µM; hit rate 0.63% among 330,000; AID 463079;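 active means inhibition above that plate's mean sample inhibition plus 3 SD, cut at about 26% in these data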;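 further: 0% = ATP-challenged DMSO wells and 100% = DMSO wells without ATP; some compounds past the cut are filed as inactive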
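Assay system: untransfected parental CHO cell line. Also added: ATP agonist challenge. Dosing: one dose, 5.6 µM nominal. Measured by: Fluo-8 fluorescence. Read-out: % inhibition. Benchmarks: ATP wells versus no-ATP DMSO wells. Repeats: no replicates.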
CHO-K1 Ca PAM = counter-screen for M1 PAMs: effect in parental CHO-K1 cells | activation, % at 3 µM | hit rate 0.02% among 360,000 | ATP EC20, Fluo-8 calcium fluorescence; 0% at ATP EC20, 100% at ATP max;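 active means activation above the run cutoff, the mean activation of all test compounds plus 3 SD, cut at about 40% in these data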;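 further: peak over basal fluorescence ratio in a 140 s read after ATP addition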
TAAR1 antagonist = antagonists of human TAAR1; CHO RD-HGA16 TAAR1, Fluo-8 calcium fluorescence, antagonist; Q96RJ0; hit rate 1.5% among 360,000; inhibition, % at 3 µM;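 active means inhibition above a per-plate cutoff, the mean inhibition of test compounds on that plate plus 3 SD, cut at about 49% in these data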;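 further: 0% = DMSO plus EC80 beta-PEA response and 100% = DMSO alone without agonist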
Target sequence (Q96RJ0 whole entry, looked up): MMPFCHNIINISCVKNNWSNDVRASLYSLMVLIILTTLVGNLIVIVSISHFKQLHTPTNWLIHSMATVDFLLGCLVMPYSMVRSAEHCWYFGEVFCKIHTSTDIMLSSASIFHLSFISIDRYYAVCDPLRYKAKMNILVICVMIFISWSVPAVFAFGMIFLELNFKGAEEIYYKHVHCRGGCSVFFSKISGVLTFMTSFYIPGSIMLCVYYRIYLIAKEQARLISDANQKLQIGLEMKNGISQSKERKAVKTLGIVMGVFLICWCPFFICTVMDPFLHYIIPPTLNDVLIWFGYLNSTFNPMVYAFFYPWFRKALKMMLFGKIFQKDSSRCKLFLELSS
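Material: RD-HGA16 CHO cells with stable hTAAR1 and Gα16; Dosing: single nominal final test compound concentration of 3 µM; Schedule: seeding 17-24 h prior, 75-min 37 °C, 30-min RT dye loading; Detection: kinetic Fluo-8 calcium fluorescence measurement; Measure: % inhibition from peak post-agonist over basal fluorescence ratio; Benchmarks: vehicle and agonist controls.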
TAAR1 ag = agonists of human TAAR1 | Q96RJ0 | CHO RD-HGA16 TAAR1, Fluo-8 calcium fluorescence; vehicle wells 0%, saturating PEA agonist 100% | activation, % at 3 µM | hit rate 0.99% among 360,000 | AID 624467;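 active means activation above the mean activation of all test compounds in the run plus 3 SD, cut at about 38% in these data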
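Assay system – CHO-derived RD-HGA16 cells with stable Gα16 and human TAAR1 · Compound dosing – one-point dosing at 3 µM (nominal) · Incubation – 17-24 h seeding, 75 min 37 °C dye, 30 min RT · Measured by – kinetic Fluo-8 calcium fluorescence · Control set – DMSO vehicle as 0%, PEA at EC100 as 100% · Repeats – single well for each compound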
The depositor's hits bear a star; . = not tested or not shown. This is a random part of the collection; overall some 3.3% were active at least once.

SMILES	M1 ag	V1R ag counter	OXTR potentiator	CHO-K1 Ca antag	CHO-K1 Ca ag	CHO parental Ca	CHO-K1 Ca PAM	TAAR1 antagonist	TAAR1 ag
CC(C[N+](C)(C)C)OC(=O)C1(c2ccccc2)CCCC1 (centres undefined)	-5	-2.0	-6	-11	1.1	10	17	-1	1
O=C(CCCN1C(=O)c2cccc3cccc(c23)C1=O)N1CCN(c2ncccn2)CC1	-4	-1.3	-11	2	2.4	-9	9	3	2
COc1ccc(CNC(=O)COC(=O)c2ccc(C(=O)c3ccccc3)cc2)cc1	1	4.6	-8	-9	2.8	-12	9	-8	4
Cc1ccc(OCCOC(=O)Cn2nc(C)c([N+](=O)[O-])c2C)cc1	-1	-0.4	-1	-6	-0.3	2	-11	4	7
Cn1cc(S(=O)(=O)NCc2ccc(Cl)cc2)c(=O)n(C)c1=O	0	1.2	0	-8	0.8	3	20	-5	-3
CCOC(=O)C1=C(COC(=O)COc2ccc(OCC)cc2)NC(=O)NC1C (centres undefined)	2	0.4	-13	-9	5.7	8	14	16	7
COc1ccc(NC(=O)Cn2nnc(C(=O)NCc3ccccc3OC)c2N)cc1Cl	-4	0.9	0	-6	1.2	-9	16	-1	1
Cc1cccn2c(=O)c(C=Nc3ccc(Cl)cc3)c(NCCO)nc12	-4	-0.1	-4	-4	0.8	-1	1	-1	12

Complete entries, quoted from the list. Screens in order: M1 ag | V1R ag counter | OXTR potentiator | CHO-K1 Ca antag | CHO-K1 Ca ag | CHO parental Ca | CHO-K1 Ca PAM | TAAR1 antagonist | TAAR1 ag
`COc1ccc(CNC(=O)COC(=O)c2ccc(C(=O)c3ccccc3)cc2)cc1` as listed: 1 | 4.6 | -8 | -9 | 2.8 | -12 | 9 | -8 | 4
`Cn1cc(S(=O)(=O)NCc2ccc(Cl)cc2)c(=O)n(C)c1=O` as listed: 0 | 1.2 | 0 | -8 | 0.8 | 3 | 20 | -5 | -3
`CC(C[N+](C)(C)C)OC(=O)C1(c2ccccc2)CCCC1` (centres undefined) as listed: -5 | -2.0 | -6 | -11 | 1.1 | 10 | 17 | -1 | 1

Later entries.
SMILES	M1 ag	V1R ag counter	OXTR potentiator	CHO-K1 Ca antag	CHO-K1 Ca ag	CHO parental Ca	CHO-K1 Ca PAM	TAAR1 antagonist	TAAR1 ag
Cc1sc2ncnc(NCC(O)c3ccc([N+](=O)[O-])cc3)c2c1C (centres undefined)	0	11	-15	27*	18*	35*	0	28	8
COc1ccc(S(=O)(=O)N2CCOCC2)cc1NS(=O)(=O)/C=C/c1ccccc1	-3	0.9	-6	-7	2.1	-20	24	15	7
Nc1c(Br)cc2c(c1Br)C(O)c1ccccc1-2 (centres undefined)	-1	.	.	-2	0.2	.	-3	-5	3
CCC(C)NC(=O)CSc1nnc(-c2ccc(OC)c(OC)c2)c(-c2ccc(OC)c(OC)c2)n1 (centres undefined)	-2	-0.1	-4	-2	0.1	7	-8	-1	1
COc1ccc2nc(-c3ccccc3)nc(SC)c2c1	-2	.	.	-6	-0.3	.	13	-30	2
O=C(CN1C(=O)NC(Cc2c[nH]c3ccccc23)C1=O)Nc1cccc(S(=O)(=O)N2CCCCCC2)c1 (centres undefined)	-12	0.7	-3	7	-0.4	-7	0	-1	3
Cc1ccc(S(C)(=O)=NC(=O)NC(=O)c2c(Cl)cccc2Cl)cc1 (centres undefined)	-2	-1.7	-4	-5	0.6	-11	11	6	5
O=C(O)c1cc(N=Nc2c(O)ccc3ccccc23)cc(C(=O)O)c1	-6	.	.	-13	1.8	.	4	-7	3
COc1ccccc1NC(=O)COc1ccc(/C=N/NC(=O)CSCc2ccc(Cl)cc2)cc1	-1	2.7	-15	-5	0.3	-9	11	-18	0
O=C(c1ccco1)N1CCN(Cc2cn[nH]c2-c2cccc3ccccc23)CC1	-4	0.5	-21	-18	2.3	-3	28	-15	1
Cc1ccc(C(C)NC(=O)c2c(C)noc2C)cc1C (centres undefined)	-2	-0.4	-5	3	0.1	-6	-3	14	8
O=C1CC(=O)Nc2ccccc2N1	-2	.	.	-3	0.3	.	14	9	1
O=C(COc1ccc(Cl)cc1Br)NC(=O)NCc1ccccc1	-9	2.1	-7	-8	0.5	-12	10	-6	5
COc1ccccc1NC(=O)N1CCC(c2nc3cc(C)c(C)cc3[nH]2)CC1	-5	0.3	-9	-14	0.7	-5	27	15	2
CCCCCOC(=O)C1=C(C)Nc2ncnn2C1c1cccs1 (centres undefined)	-3	3.3	-16	21	4.5	-6	3	57*	15
CC(C)c1ccc(OCc2nnc(SCC(=O)N3CCCCC3)o2)cc1	-10	4.1	-12	-7	4.4	-13	-6	-4	4
Cc1cccn2c(=O)c3cc(S(=O)(=O)c4ccc(Br)cc4)c(=N)n(C4CCCC4)c3nc12	-2	-0.1	-3	-15	1.0	0	16	-22	0
COc1ccc(NC(=O)CN(C)C(=O)c2cc(-c3cccs3)nn2-c2ccccc2)cc1	-3	-0.4	-5	-9	5.8	-2	13	55*	9
CCCCNC(=O)c1onc(CSc2ccc(F)cc2)c1C(=O)O	-3	1.5	2	-4	-0.7	4	-1	6	8
Cc1c(OCC(=O)N2CCN(c3ccccc3)CC2)ccc2c3c(c(=O)oc12)CCCC3	-2	0.1	-4	25*	1.8	-10	8	-16	-1
CN(Cc1ccccc1)C(=O)c1cccc(NC(=O)c2ccco2)c1	-4	1.2	-3	-9	0.9	-19	21	-1	6
CC(=O)NCCNC(=O)c1cc(-c2cccc3ccccc23)nc2ccccc12	-2	0.2	-1	10	2.2	-16	8	20	10
Cc1ccc(S(=O)(=O)N2CCOCC2)cc1NCC(=O)Nc1ccc(OC(F)(F)F)cc1	-3	1.7	-4	-10	0.6	-11	8	-1	1
Cc1[nH]c2ccccc2c1Cc1nnc(SCc2ccccc2)o1	-4	-0.1	-21	-12	1.1	2	22	28	-2
CC1Cc2ccccc2N1C(=O)c1ccc(F)c(S(=O)(=O)N2CCOCC2)c1 (centres undefined)	-1	1.3	-5	-5	0.6	-17	-1	8	2
CN1C(=O)C(C)(C)c2cc(S(=O)(=O)N3CCCC(C(=O)NCc4ccccc4Cl)C3)ccc21 (centres undefined)	-8	2.3	-6	-3	0.5	-8	18	-9	2
COc1ccc(OC)c(C(=O)c2c(C)oc3cc([N+](=O)[O-])c(O)c([N+](=O)[O-])c23)c1	-1	-0.1	-2	-11	0.5	0	8	-23	-2
Cc1cc(C(F)F)n2nc(C(=O)Nc3ccc(S(=O)(=O)NC45CC6CC(CC(C6)C4)C5)cc3)nc2n1	-7	3.2	-9	-8	2.2	-7	13	9	7
COc1ccc(CNC(=O)CCCn2nc(C)n3ccnc3c2=O)cc1	-3	0.7	-4	3	-0.2	-6	-7	-28	2
c1ccc(Nc2ncnc3[nH]ncc23)cc1	-4	-0.3	0	-2	0.3	-12	4	-12	4
O=C(NC1CC2CCCC(C1)N2C(=O)Nc1ccccc1)c1ccccc1 (centres undefined)	-4	0.0	-4	-16	-0.1	-4	5	7	0
CCn1c(O)c(/C=C2\C=NN=C2c2ccc(C)cc2)sc1=S	-4	1.7	2	10	-0.1	1	-6	-10	6
CCN(CC)CCNC(=O)c1cn(CC)c2cc(N3CCN(C(=O)c4ccco4)CC3)c(F)cc2c1=O	-7	2.0	-3	-19	0.5	11	8	6	16
O=C(NC(=S)Nc1cc(C(F)(F)F)ccc1Cl)c1ccccc1	-3	-0.2	-10	5	-0.1	-10	14	-2	0
C=CCNC(=O)c1nc2ccccc2s1	-4	1.0	-7	16	2.2	4	-7	-4	9
Cc1cccc(N2C(=O)/C(=C/c3cccnc3)SC2=S)c1	1	-0.1	-4	-21	0.7	-21	16	-13	15
O=S(=O)(c1ccc(SCc2ccc(Br)cc2)nc1)N1CCCCC1	-1	.	.	8	-0.2	.	10	5	0
COC(=O)CSc1nnc(NC(=O)CCc2ccccc2)s1	1	1.5	-4	-4	1.2	-4	-6	-8	31
c1cc2c(cc1C1CCCN1)OCCCO2 (centres undefined)	-3	0.8	-5	-4	0.0	-7	13	-15	2
COc1ccc(-c2ccc(C(=O)NCc3ccc(N(C)C)cc3)c3occc23)c(C)c1	-3	.	.	4	-0.2	.	9	13	2
O=C(CSc1nc2ccccc2s1)Nc1ccc2c(c1)OCO2	-2	5.0	-13	12	0.6	0	-5	4	4
CC[C@@H]1[C@H]2CCCC(=O)N3CC[C@@H](C[C@@H]1OC(=O)Nc1ccccc1)[C@@H]23	-8	0.9	2	-7	1.1	-12	12	-15	10
N#CCC(=O)Nc1ccc(C(=O)OCC(=O)c2c[nH]c3ccccc23)cc1	-2	2.1	-4	12	-0.6	4	0	23	43*
Cc1cc(C)cc(N(CC(=O)Nc2ccc(C(F)(F)F)cc2)S(=O)(=O)c2c(C)[nH]c(=O)[nH]c2=O)c1	-3	0.2	-1	-2	0.3	-6	4	-8	2
CC(=O)NCCc1nc2ccccc2n1Cc1ccc(Cl)cc1	-3	1.0	-11	-11	0.1	-26	4	-6	23
CCCc1cc(N2CCCC(C(=O)Nc3ccc(OC)cc3OC)C2)n2ncnc2n1 (centres undefined)	-5	-0.9	-1	-8	0.1	-14	12	4	0
Cc1ccsc1/C=N/n1c(COc2ccccc2)n[nH]c1=S	-8	-0.7	0	-7	1.4	-8	18	-3	-1
CCOC(=O)C1CCN(C(c2cccc(OC)c2)c2sc3nc(C)nn3c2O)CC1 (centres undefined)	-3	-0.1	1	12	0.1	-5	1	10	0
COc1ccccc1C(C)NCC(=O)Nc1c(F)cccc1F (centres undefined)	-13	-0.7	-7	-14	0.8	7	19	7	5
O=C(Nc1ncc(Cc2cccc(Cl)c2Cl)s1)C1CCCO1 (centres undefined)	-3	1.3	-10	-15	1.9	-20	10	-15	7
CCCSc1nnc(NC(=O)Cc2ccc(OC)c(OC)c2)s1	0	1.7	1	-2	3.6	4	3	-27	5
COc1ccc(N(C(=O)c2ccn[nH]2)C(C(=O)NC2CCCC2)c2ccc(F)cc2)cc1 (centres undefined)	-2	-0.1	-10	-19	4.3	-19	-6	2	11
O=C(N/N=C/c1ccc(OCC(=O)N2CCCCC2)cc1)c1ccccc1O	-4	1.1	0	6	0.2	-22	-4	-1	1
